proCasp7 act = activates human procaspase-7, counter-screen for procaspase-3 activators. P55210. 0.093% of 330,000 active. activation, % at 8.5 µM. AID 463210. recombinant procaspase-7, Ac-DEVD-pNA absorbance 405 nm; D23A/D198A/D206A triple mutant, cannot self-cleave; scale: DMSO 0, 5 µM enzyme 100;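 active = percent activation above the screen-wide mean plus 3 SD, cut at about 25% in these data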
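signal = Epi-absorbance of released pNA at 405 nm, two timepoints | assay system = Uncleavable procaspase-7 mutant enzyme | reagent = Ac-DEVD-pNA substrate, 400 µM as added | times = 1 h enzyme–compound preincubation and 2 h substrate reaction, both 25 °C | benchmarks = low DMSO alone, high DMSO plus 5 µM PC-7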
RPL19A TOR yeast = yeast TOR pathway RPL19A-GFP modulation; percent response vs DMSO, % at 10 µM; AID 2025; 0.3% of 330,000 active; S. cerevisiae RPL19A-GFP strain, flow cytometry, 3 h; stronger effect = lower value;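 active = percent response vs DMSO below 50%; inconclusive = fewer than 70 events counted for the yeast strain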;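 note: median channel GFP fluorescence of the barcoded RPL19A-GFP strain; ratio of sample median GFP to plate DMSO average so 100% = DMSO; lower means less RPL19A-GFP as with rapamycin TOR inhibition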
procasp3 activ = activators of human procaspase-3; recombinant procaspase-3 D3A, Ac-DEVD-pNA absorbance 405 nm; 0.11% of 330,000 active; activation, % at 8.5 µM; P42574;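 active = activation above the mean of all tested compounds plus 3 SD, cut at about 21% in these data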;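 note: 0% = DMSO alone and 100% = DMSO wells spiked with extra 5 µM PC-3 D3A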
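Compound: 8.5 µM single point, 0.8% DMSO / Material: Autoprocessing-dead procaspase-3 D3A mutant enzyme / Timing: 1 h preincubation plus 2 h reaction at 25 °C / Medium: Zinc-free HEPES/NaCl buffer with 0.01% Triton X-100 at pH 7.4 / Technique: 405 nm absorbance of p-nitroaniline, reads at 0 and 120 min / Repeats: one well per compound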
EBNA-1 inh = blocks EBNA-1 binding to DNA; AID 1950; EBNA-1 DNA binding, fluorescence polarization; inhibition, % at 14.8 µM; 0.34% of 300,000 active; in the data active = inhibition above about 28%
MEP2 TOR yeast = alters MEP2-GFP fluorescence in TOR pathway yeast screen; S. cerevisiae MEP2-GFP strain, flow cytometry GFP, 3 h; 100% = DMSO control level; GFP response vs DMSO, % at 10 µM; 0.51% of 330,000 active;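 active = GFP response versus DMSO above a set limit, roughly screen mean plus 3 SD, cut at about 180% in these data; inconclusive = fewer than 70 cells counted for a yeast strain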;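 note: median GFP fluorescence of the barcode-gated MEP2-GFP cells per well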
AHR act = activators of human aryl hydrocarbon receptor; AID 2796; activation, % at 5 µM; AHR-responsive luciferase reporter cells, luminescence; 2.5% of 320,000 active; P35869; in the data active = activation above about 47%;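 note: 0% = vehicle wells and 100% = reference agonist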
LAP4 TOR yeast = alters LAP4-GFP fluorescence in TOR pathway yeast screen. GFP response vs DMSO, % at 10 µM. 0.34% of 320,000 active. S. cerevisiae LAP4-GFP multiplex, flow cytometry GFP, 3 h; median GFP as percent of DMSO wells. AID 2023;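 active = GFP response vs DMSO above a set limit, about the screen mean plus 3 SD, cut at about 150% in these data; inconclusive = under 70 cell events counted for the yeast strain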
ZTA DNA inh = counter-screen for EBNA-1 inhibitors: inhibitors of Epstein-Barr virus ZTA; 0.15% of 320,000 active; P03206; AID 2234; inhibition, % at 11 µM; ZTA-DNA binding, fluorescence polarization; in the data active = inhibition above about 33%
Active calls of the source: *; ? = inconclusive; / = no result given.

SMILES	proCasp7 act	RPL19A TOR yeast	procasp3 activ	EBNA-1 inh	MEP2 TOR yeast	AHR act	LAP4 TOR yeast	ZTA DNA inh
Cc1noc(C)c1COC(=O)C1CC(O)CN1S(=O)(=O)c1ccc(Cl)cc1 (stereo unspecified)	2	101	-11	-10	99	-2	101	-2
O=S(c1ccsc1)c1ccsc1	-5	93	9	7	92	-3	100	-8
COc1ccc(NC(=O)CCCn2c(=O)c3sccc3n(Cc3ccc(C)cc3C)c2=O)cc1	-11	109	-1	-5	110	3	104	4
Cc1ccc(-n2nc3c(=O)n(CCCC(=O)NCc4cccc(Cl)c4)nc(C)c3c2C)cc1	3	101	3	7	97	0	107	-6
CC(Oc1ccc(Cl)cc1Cl)C(=O)Nc1ccncc1 (stereo unspecified)	-9	97	-1	7	105	6	99	0
CC1CC(C)CN(C(=S)Nc2ccc(SC(F)F)cc2)C1 (stereo unspecified)	-2	97	-5	-10	101	6	101	-9
CC(=O)c1cccc(NC(=O)C(C)OC(=O)CCCN=C2NS(=O)(=O)c3ccccc32)c1 (stereo unspecified)	2	88	3	1	89	1	95	1
CCOc1ccc(N(CC(=O)Nc2cccc(C)c2)S(C)(=O)=O)cc1	4	101	11	-8	105	14	94	-7
CCOC(=O)C1CCN(C(=O)CN(c2ccc(Cl)c(C(F)(F)F)c2)S(C)(=O)=O)CC1	5	90	-4	-2	98	-1	95	4
CN(C)c1ccc(/C=N/N=C(N)N)cc1[N+](=O)[O-]	-4	99	5	0	100	40	106	-4
Brc1ccc(CNCCCSc2ncccn2)cc1	-3	103	-1	8	107	2	93	-12
COc1ccc(CNC(=O)CCCn2nc(C)n3ccnc3c2=O)cc1	-1	97	-2	-11	94	1	94	-17

Two entries drawn at random from those above:
SMILES	proCasp7 act	RPL19A TOR yeast	procasp3 activ	EBNA-1 inh	MEP2 TOR yeast	AHR act	LAP4 TOR yeast	ZTA DNA inh
COc1ccc(NC(=O)CCCn2c(=O)c3sccc3n(Cc3ccc(C)cc3C)c2=O)cc1	-11	109	-1	-5	110	3	104	4
CCOC(=O)C1CCN(C(=O)CN(c2ccc(Cl)c(C(F)(F)F)c2)S(C)(=O)=O)CC1	5	90	-4	-2	98	-1	95	4

Part of the list above in order of number of heavy atoms, ascending.
SMILES	proCasp7 act	RPL19A TOR yeast	procasp3 activ	EBNA-1 inh	MEP2 TOR yeast	AHR act	LAP4 TOR yeast	ZTA DNA inh
O=S(c1ccsc1)c1ccsc1	-5	93	9	7	92	-3	100	-8
Brc1ccc(CNCCCSc2ncccn2)cc1	-3	103	-1	8	107	2	93	-12
CCOC(=O)C1CCN(C(=O)CN(c2ccc(Cl)c(C(F)(F)F)c2)S(C)(=O)=O)CC1	5	90	-4	-2	98	-1	95	4
Cc1ccc(-n2nc3c(=O)n(CCCC(=O)NCc4cccc(Cl)c4)nc(C)c3c2C)cc1	3	101	3	7	97	0	107	-6
COc1ccc(NC(=O)CCCn2c(=O)c3sccc3n(Cc3ccc(C)cc3C)c2=O)cc1	-11	109	-1	-5	110	3	104	4

Additional structures.
SMILES	proCasp7 act	RPL19A TOR yeast	procasp3 activ	EBNA-1 inh	MEP2 TOR yeast	AHR act	LAP4 TOR yeast	ZTA DNA inh
Oc1ccc(O)c2c1C1c3ccccc3C2c2ccccc21	-26	106	-20	-4	110	-3	90	-5
Cc1ccc(C(=O)N/N=C2\CCSC2)cc1[N+](=O)[O-]	-3	92	4	8	99	6	97	-14
Cc1ccnc(NC(=O)CCC(=O)c2cccs2)c1	0	94	5	-14	97	6	103	-8
COc1cc(C2SCC(=O)N2Cc2ccccc2)cc(OC)c1OC (stereo unspecified)	11	102	-8	10	101	6	90	8
COc1ccc(NC(=O)COC(=O)c2ccc(S(=O)(=O)N(C)c3ccccc3OC)cc2)cc1OC	6	92	-3	5	?	0	80	3
CC(c1ccncn1)N(C)Cc1nc(-c2ccc(C(F)(F)F)cc2)no1 (stereo unspecified)	-9	101	2	-5	104	36	93	-14
Fc1ccc(-c2nnc(-n3nnc4ccccc43)c3ccccc23)cc1	2	102	0	20	100	-2	105	-3
N#CCC(=O)Nc1ccc(C(=O)OCC(=O)N=c2sccn2Cc2ccccc2Cl)cc1	-2	90	-5	-5	94	5	99	1
Cc1cc(Cl)ccc1Oc1ncc(-c2ccc(Cl)cc2)cn1	15	97	2	0	96	-6	97	6
COc1ccc(CCN(C(=O)C(F)(F)F)C(C(=O)NC2CCCCC2)c2ccc(C)s2)cc1 (stereo unspecified)	1	99	3	-5	99	0	100	7
CC(=O)Nc1ccc(C(=O)N/N=C/c2cc(Br)cc(Br)c2O)cc1	-35	103	-17	0	101	2	103	4
COc1ccc2cc(C(=O)NCc3ccccc3)c(=O)oc2c1	0	99	3	3	104	3	93	6
CC(/C=N/N1CCN(Cc2ccccc2)CC1)=C\c1ccccc1	1	98	-9	-1	96	3	103	14
O=C(Nc1ccc(O)cc1)c1ccc2c(c1)C(=O)N(Cc1ccco1)C2=O	-5	103	2	-10	106	1	97	-19
Cc1ccc(-c2nc(CS(=O)CC(=O)NCCN3CCCCC3C)c(C)o2)cc1 (stereo unspecified)	9	101	-4	5	105	3	89	-4
Cc1cccc(NC(=O)CCN2C(=O)c3ccccc3S2(=O)=O)c1C	8	98	-1	-17	97	-1	105	0
CC(NCC1(N2CCOCC2)CCCCC1)C(=O)N1CCc2ccccc21 (stereo unspecified)	11	102	-6	1	102	4	97	3
CC1(C)C(c2cccs2)=NC(c2ccccc2)N1O (stereo unspecified)	0	90	9	11	95	4	90	-1
COc1ccc(CN2CCN(C3CCOCC3)CC2CCO)c(C)c1C (stereo unspecified)	5	92	-1	-4	100	1	98	-2
Cn1c(N)c(C(=O)COC(=O)C2=NNC(=O)CC2)c(=O)n(C)c1=O	-3	102	3	-7	102	4	104	5
Cc1cc(OCC(=O)Nn2cnnc2)c(C)cc1Br	8	105	2	3	123	1	120	12
Cc1cc(C(=O)NP(=O)(N2CC(C)OC(C)C2)N2CC(C)OC(C)C2)c(C)n1C1CC1 (stereo unspecified)	7	102	-3	1	109	4	102	-7
O=C(c1cccc(NC2=NC3CS(=O)(=O)CC3S2)c1)N1CCN(c2ccc(F)cc2)CC1 (stereo unspecified)	-4	86	-4	-14	82	-2	72	5
Cc1cc(NC(=O)c2ccc(S(=O)(=O)N(C)CC3CCCO3)cc2)no1 (stereo unspecified)	10	116	-3	5	115	-1	96	-2
Cc1c(/C(Cc2ccccc2)=N/O)c2ccccc2n1C	-1	96	-6	1	107	88*	108	-4
CC1=C(Nc2ccc(C(=O)O)cc2)C(=O)c2ccccc2C1=O	0	91	-4	-16	96	9	/	-18
COc1ccccc1/C=N/NC(=O)CC(=O)NCc1cccnc1	7	104	1	-7	101	12	92	-9
CC(=O)Nc1ccc(NC(=O)CSc2ccccn2)cc1	5	103	1	13	99	0	98	9
Cc1ccc(NC(=O)CN(C)S(=O)(=O)c2cccc3cccnc23)cc1F	8	97	9	-4	100	1	92	6
CCn1cc(C(=O)N[C@@H](CCSC)C(=O)NCCCOC)c(=O)c2cc3c(cc21)OCO3	11	103	8	-2	103	0	93	-10
Cc1ccc(N/C=C(/C#N)c2ccsc2)cc1	9	95	3	9	90	46	109	7
CCOC(=O)c1ccccc1NC1c2ccccc2C(=O)N1C1CCN(C(=O)OCC)CC1 (stereo unspecified)	2	94	0	17	101	-2	101	-3
N#C/C(=C\c1ccc(Cl)cc1)c1nc2ccccc2o1	-16	97	0	-17	98	21	90	-1
O=C(CN1CCN(CC(=O)Nc2cccc(F)c2)CC1)NCC1(N2CCOCC2)CCCCC1	15	100	12	/	100	-1	101	-2
O=C(CN1CCOCC1)NC1CC2CCC1C2 (stereo unspecified)	-6	89	5	0	88	1	87	-17
COc1cc(/C=C2/CCc3ccccc3C2=O)cc(OC)c1OC	-6	94	2	-1	108	8	100	8
C#CC(CC)(CC)NC(=O)NC1CCCCC1	-15	107	0	2	108	0	92	1
O=C(Nc1nc2ccccc2[nH]1)c1ccc(Cl)cc1	17	102	1	-6	105	44	111	-7
COc1ccc(OC)c(C2SCCN2S(=O)(=O)c2cccc(C(F)(F)F)c2)c1 (stereo unspecified)	-2	93	-1	-11	96	1	98	-12
Cc1ccc(C(=O)OC(C)C(=O)Nc2ccc3c(c2)OCO3)c(O)c1 (stereo unspecified)	1	101	10	/	102	14	107	-16
Cc1cccc(OCCSc2nnc(-c3ccoc3C)n2C)c1	10	101	-7	-7	157	-1	113	-8
COc1ccc(C(=O)Nc2ccc(NC(=O)c3ccco3)c(Cl)c2)cc1OC	-4	115	0	1	94	3	76	-10
Cc1ccc2nc(C)c3c(c2c1)N(c1ccccc1)CC3	-5	95	1	-9	91	1	91	6
Cc1nnc(SCCn2c(N3CC(C)CC(C)C3)nc3c2c(=O)[nH]c(=O)n3C)s1 (stereo unspecified)	1	99	-7	0	109	0	96	-16
O=C(Nc1c(C(=O)NCc2ccco2)cnn1-c1ccccc1)c1cccc(F)c1	15	95	2	5	92	1	99	1
COc1cc(C2c3c(oc4ccccc4c3=O)C(=O)N2Cc2ccco2)ccc1O (stereo unspecified)	3	93	-12	1	96	0	91	4
CCCCN(Cc1ccccc1)C(=O)C1CCCN(S(=O)(=O)c2cnc[nH]2)C1 (stereo unspecified)	-1	104	10	8	102	1	97	-17
CN=C1c2cc3c(Br)c(OC)ccc3n2CCN1C	3	98	1	-3	97	13	92	5
CCN1CCN(C(=O)C2=CC(c3ccc(C)cc3)=NS(=O)(=O)N2C)CC1	3	102	-4	-9	98	35	113	-2
CC1(c2ccc(Cl)cc2)NC(=S)N2C1NC(=S)N2c1ccccc1 (stereo unspecified)	-5	107	-6	-4	108	3	126	4
CC(C)c1ccc(/C=C/C(=O)n2nnc3ccccc32)cc1	0	101	6	-6	102	3	111	9
O=S(=O)(O/N=C1\CCCc2ccccc21)c1ccc(Cl)cc1	-2	95	2	17	94	0	94	9
COc1ccc(Nc2nc(N)nc(CSc3nccc(C)n3)n2)cc1	0	95	0	-5	105	34	95	-14
CCOC(=O)c1ccccc1NC(=O)c1c(N)n(C)c(=O)[nH]c1=O	1	98	-6	22	91	37	105	-11
CCc1ccccc1NC(=O)CC1SCCNC1=O (stereo unspecified)	2	96	1	2	102	1	102	2
CN(CC(=O)N1CCN(Cc2ccccc2)CC1)S(=O)(=O)c1ccc(F)cc1	3	117	-1	9	102	1	74	-2
COc1cccc(OC)c1C(=O)NC(=S)Nc1ccc(N2CCOCC2)c(Cl)c1	0	98	-1	3	98	0	108	3
CCOc1cc(C2C(C(=O)c3ccc(C)o3)=C(O)C(=O)N2CCc2ccccc2)ccc1O (stereo unspecified)	-13	112	0	4	105	1	100	-10
CCOC(=O)[C@@H]1[C@H]2COc3ccccc3[C@H]2N2C(=O)N(c3ccc(F)cc3)C(=O)[C@]12C	-6	100	0	10	95	4	89	-10
O=C(CSc1nnc(CCc2nc3ccccc3[nH]2)n1-c1ccccc1)NCc1ccco1	3	97	3	1	98	1	88	-2
Next section
SMILES	proCasp7 act	RPL19A TOR yeast	procasp3 activ	EBNA-1 inh	MEP2 TOR yeast	AHR act	LAP4 TOR yeast	ZTA DNA inh
COc1ccccc1/C=C/C1=NC(=C\C=C/c2ccccc2)/C(=O)O1	5	104	-3	9	97	3	92	1
CCOC(=O)c1cccc(N2C(N)=NC(N)=NC2(C)C)c1	8	100	0	-3	97	-3	97	-4
Cc1ccc(OS(=O)Nc2cccc3nccnc23)cc1 (stereo unspecified)	12	101	6	9	102	2	103	-5
O=C(Nc1ccccc1N1CCCC1)c1ccco1	8	101	-4	6	102	7	98	0
O=C(/C=C/c1ccc(Cl)c(Cl)c1)N1CCOCC1	13	102	-6	17	103	3	91	2
